MITF inh – MITF inhibitors, primary screen, biochemical, AlphaScreen, human | AID 1259374, 2018 | AlphaScreen MITF homodimerization, bead proximity signal | 650,000 tested, 0.91% active | Microphthalmia-associated transcription factor (Homo sapiens), O75030 | inhibition, % at 2.6 µM; in the data active means inhibition above about 50%;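 further: 0% = vehicle wells with protein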
Target sequence (O75030 whole entry, looked up): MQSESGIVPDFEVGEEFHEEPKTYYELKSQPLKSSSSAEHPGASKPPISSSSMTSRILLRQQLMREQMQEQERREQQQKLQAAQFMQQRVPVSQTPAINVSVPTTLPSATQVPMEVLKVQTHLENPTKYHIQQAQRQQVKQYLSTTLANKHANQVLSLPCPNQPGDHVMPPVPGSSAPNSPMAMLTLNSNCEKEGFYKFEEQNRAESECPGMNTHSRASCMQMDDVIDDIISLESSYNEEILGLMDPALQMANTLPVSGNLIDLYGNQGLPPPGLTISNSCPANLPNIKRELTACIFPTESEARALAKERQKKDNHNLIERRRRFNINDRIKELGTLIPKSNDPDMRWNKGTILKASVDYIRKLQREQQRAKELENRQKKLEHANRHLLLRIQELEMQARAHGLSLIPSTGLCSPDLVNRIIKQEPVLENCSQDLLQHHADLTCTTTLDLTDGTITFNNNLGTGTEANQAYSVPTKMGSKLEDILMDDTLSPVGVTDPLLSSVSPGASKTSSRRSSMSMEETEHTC
GPR151 ag – activators of human GPR151, primary screen, cell-based, PathHunter beta-arrestin, luminescence. G-protein coupled receptor 151 (Homo sapiens), Q8TDV0. PathHunter beta-arrestin GPR151 cells. activation, % at 11.2 µM. 650,000 tested, 1% active. AID 1508602, 2020; in the data active means activation above about 4.9%;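 further: 0% = median of compound wells and 100% = cells with positive control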
Target sequence (Q8TDV0 whole entry, looked up): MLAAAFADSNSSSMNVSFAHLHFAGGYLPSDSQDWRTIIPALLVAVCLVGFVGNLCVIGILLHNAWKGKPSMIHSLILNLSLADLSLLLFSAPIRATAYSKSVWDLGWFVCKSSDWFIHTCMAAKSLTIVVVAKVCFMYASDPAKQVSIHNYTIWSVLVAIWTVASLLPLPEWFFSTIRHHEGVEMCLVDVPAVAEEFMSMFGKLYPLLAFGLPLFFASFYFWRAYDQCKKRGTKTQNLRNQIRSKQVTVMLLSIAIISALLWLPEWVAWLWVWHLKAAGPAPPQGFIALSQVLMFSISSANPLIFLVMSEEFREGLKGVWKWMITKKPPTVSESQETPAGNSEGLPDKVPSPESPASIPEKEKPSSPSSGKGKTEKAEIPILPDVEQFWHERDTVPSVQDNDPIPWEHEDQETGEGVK
TEAD-YAP inh – TEAD-YAP interaction inhibition, primary screen, TEAD-YAP interaction inhibitor project, luminescence, HEK-TIYL cells; inhibition, % at 9.12 µM; 640,000 tested, 1.4% active; AID 1259422, 2018; TEAD-Gal4/YAP UAS-luciferase luminescence; in the data active means inhibition above about 32%;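 further: 0% = median of test compound wells and 100% = reference inhibitor wells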
FBW7 activator – FBW7 E3 ligase activators, primary screen, biochemical, AlphaScreen, human; 650,000 tested, 0.13% active; AID 1259310, 2017; F-box/WD repeat-containing protein 7 (Homo sapiens), Q969H0; normalized activity (activation), % at 26.1 µM; AlphaScreen FBW7–phospho-cyclin E peptide binding, activator screen; in the data active means normalized activity above about 1.9%;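 further: purified mutant Fbw7 with reduced substrate affinity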
Numbers without * were called inactive; . = not tested or not shown; & = joins results of further samples.

The line under a structure holds: MITF inh	GPR151 ag	TEAD-YAP inh	FBW7 activator
Cc1cccc(C)c1OCC(O)Cn1ccnc1C (stereo not given)
    8	-0.8	7	0.0
CCOc1ccc(C2N(C)c3ccccc3N2C)cc1
    8	0.3	-1	-0.1
CC(C)CN1CCN2C(=O)[C@H](CSCc3ccccc3)NC(=O)[C@H]2C1
    13	-0.2	-1	1.0
Cc1cc(C2=NNC(=NCc3ccccc3)SC2)c(C)n1C
    7	-0.8	1	0.8
O=C(NC1CCCCCCC1)c1ccc2nc(-c3cccs3)c(-c3cccs3)nc2c1
    -9	-1.8	-2	-0.3
O=C(Nc1ccc(NC(=O)c2ccc(I)o2)cc1)c1ccc(Br)cc1
    -15	0.3	15	-0.1
COC(=O)c1ccc(/C=N/OCCOc2cccc(Br)c2)cc1
    -3	-0.2	-6	0.0
CCCSc1nnc2c(n1)OC(c1ccccc1F)Nc1ccccc1-2 (stereo not given)
    -1	0.1	-57	0.1
COc1ccc(Cl)cc1NC(=O)CN1C(=O)CC(C)Sc2ccccc21 (stereo not given)
    23	2.3	6	0.1
COc1ccc(Cl)cc1NC(=O)C1=C(C)NC(=S)NC1c1ccccc1F (stereo not given)
    9	0.5	-4	-0.1
COc1ccc(C2C(C#N)=C(N)Oc3n[nH]c(-c4ccc(Cl)c(Cl)c4)c32)c(OC)c1OC (stereo not given)
    15	1.2	8	-0.2
COc1ccc(NC(=O)CN(C)C(C)C(=O)Nc2ccc(Br)cc2)cc1 (stereo not given)
    -5	-2.0	4	0.6
CCc1cccc(C)c1NC(=O)c1ccccc1[N+](=O)[O-]
    0	1.1	-1	-0.1
O=C1/C(=C\c2cccs2)Sc2ccc3ccccc3c21
    23	-1.4	-28	-0.2
Cc1cccc(C)c1NC(=O)Nc1cccs1
    -14	1.6	4	0.3
O=C(Cn1nc(-c2ccccc2)ccc1=O)NCc1ccccn1
    7	-1.3	-1	0.0
COC(=O)C1=NN(C(=O)c2ccc([N+](=O)[O-])cc2)C(O)(c2ccccc2)C1 (stereo not given)
    -7	0.5	-5	-0.2
O=C1c2nccnc2C(=O)N1c1cccc(C(F)(F)F)c1
    18	-1.3	14	-0.1
COc1cccc(/C=C2\N=C(c3ccc(-c4ccccc4)cc3)OC2=O)c1
    15	-1.0	1	-0.1
CCCc1cc(=O)[nH]c(Nc2cc(C)ccc2O)n1
    11	0.3	8	0.6
c1ccc(CNCc2ccc3c(c2)OCO3)cc1
    10	1.2	-10	0.0
COC(=O)c1c(NC(=O)c2cnn3c(C(F)(F)F)cc(-c4ccc(OC)cc4)nc23)sc2c1CCCC2
    -1	-1.4	2	-0.1
C=CCc1cc(Cl)ccc1OCCOCCN1CC(C)OC(C)C1 (stereo not given)
    32	0.3	-9	-0.1
COc1ccc(-c2cccc(C(=O)Nc3cc(OC)c(OC)c(OC)c3)n2)cc1
    -4	2.5	4	-0.1
c1coc(CNc2nccn3c(-c4cncnc4)cnc23)c1
    8	0.5	-5	0.5
CCC1CCCCN1S(=O)(=O)c1ccc(Cl)c([N+](=O)[O-])c1 (stereo not given)
    26	-0.3	-2	-0.1
CC(=O)Nc1ccc(S(=O)(=O)Nc2ccccc2F)cc1
    2	0.8	-3	0.0
Cc1cccc(CSc2nc3ccsc3c(=O)n2NC(=O)c2cccc(Br)c2)c1
    -4	0.4	-8	-0.5
CN(C)C(=O)Cn1nc(C(=O)N2CCOCC2)cc1-c1cccs1
    12	0.9	4	0.2
O=C(Nc1ccc(Cl)cc1Cl)/C(=C/c1cccc([N+](=O)[O-])c1)NC(=O)c1ccc(F)cc1Cl
    -3	-0.4	-1	0.0
NS(=O)(=O)c1ccc(S(=O)(=O)NCCc2ccccc2)cc1
    3	-1.3	-9	0.9
CCCC1CCC(C2=N/C(=C\c3cc(OC)c(OC)cc3OC)C(=O)O2)CC1 (stereo not given)
    4	-0.4	-5	0.1
Cc1cc(C)n(C(=O)CNC(=O)c2cccc(Br)c2)n1
    1	-0.8	9	0.1
N#C/C(=C\c1ccc(OC(F)F)cc1)C(=O)NCC1CCCO1 (stereo not given)
    5	0.4	4	0.0
CC(NC(=O)CCc1ccc(S(=O)(=O)NC(C)(C)C)cc1)c1ccccc1 (stereo not given)
    9	3.1	11	0.1
COC1(OC)N=C(N)C2(C#N)C(c3ccccc3Cl)C12C#N (stereo not given)
    10	-0.6	-5	0.9
Cc1cc(C(=O)N(CC2CCCO2)c2nc3c(Cl)cccc3s2)c(C)o1 (stereo not given)
    -16	-0.2	-12	-0.2
CNC(=O)c1cc(-c2ccc(F)cc2)[nH]c1C
    -12	-0.1	-13	-0.3
CCOC(=O)CSc1nnc(CSc2ncccn2)n1-c1ccc(F)cc1
    7	3.6	7	0.0
CSc1ccc(S(=O)(=O)N2c3ccccc3CC2C)cc1 (stereo not given)
    -15	-0.4	8	0.0
Cc1cccn2cc(-c3ccc(NC(=O)c4ccco4)cc3)nc12
    19	-2.3	-57	0.0
CCC(Sc1nc2cc3c(cc2c(=O)n1Cc1ccc2c(c1)OCO2)OCO3)C(=O)Nc1cccc(Cl)c1 (stereo not given)
    1	-1.5	-1	0.3
Cc1ccccc1-n1nc2c(c1NC(=O)COc1ccc(Cl)cc1Cl)CS(=O)C2 (stereo not given)
    -7	1.7	-6	0.0
CCOc1ccc(NC(=O)N2CCC(C(N)=O)(N3CCCCC3)CC2)cc1
    -2	-0.1	-5	-0.2
CCc1ccc(CNC(=O)c2ccc(OC3CCN(C(=O)C4CC4)CC3)cc2)nc1
    10	0.7	2	0.8
COC(=O)C(NC(=O)Nc1ccc(OC(F)(F)F)cc1)(Nc1ccccc1)C(F)(F)F (stereo not given)
    2	-0.8	13	0.0
CC(C)NC(=O)N1CCC(C(=O)NC(c2ccc3c(c2)OCO3)c2ccccn2)CC1 (stereo not given)
    7	-1.0	1	0.0
COc1ccc(N(CC(=O)NC2CCCCC2)S(=O)(=O)c2ccccc2)cc1Cl
    16	0.7	-4	0.2
O=C(NC1CC1)c1cnc(-c2ccc(N3CCOCC3)nc2)s1
    10	-1.7	-24	0.0
COc1ccc(S(=O)(=O)N2CCOCC2)c2cccnc12
    -3	2.3	-14	-0.1
Cc1ccc(-c2[nH]nc3c2C(c2ccc(OC(=O)c4ccco4)cc2)C(C#N)=C(N)O3)cc1 (stereo not given)
    -17	-0.2	1	-0.4
CC1CCCCC1NC(=O)C1CCCN(S(=O)(=O)c2cnc[nH]2)C1 (stereo not given)
    2	-1.2	-5	0.7
Cc1cccc(OCc2nc(-c3ccc(OCC(N)=O)cc3)no2)c1
    -3	-1.1	-8	0.0
COc1ccccc1NC(=O)CSc1nc2c(c(=O)n1Cc1ccccc1)SCC2
    -1	1.1	-6	-0.7
Cc1cc(C)c([N+](=O)[O-])c(C)c1C1C(C#N)=C(N)SC(N)=C1C#N
    7	3.5	8	-0.1
COc1ccccc1CNC(=O)c1ccc2c(c1)ncn2-c1ccc(F)cc1F
    9	-0.9	-3	0.1
Cc1nn2c(N)c(C#N)cnc2c1C(N)=O
    -3	1.9	15	0.1
CC1=C(C(=O)OC2CCCC2)C(c2ccc(N(C)C)cc2)C2=C(CC(C)(C)CC2=O)N1 (stereo not given)
    -19	-0.5	-3	0.1
Cc1nc(N2CCOCC2)c2c(C)c(C(=O)N(C)Cc3ccccc3)sc2n1
    8	0.6	-5	0.0
COC(=O)c1cc2c([nH]c3ccccc32)c(C)n1
    2	0.7	3	-0.1

Later entries.
The line under a structure holds: MITF inh	GPR151 ag	TEAD-YAP inh	FBW7 activator
Oc1ccc(Br)cc1C=Nc1ccncc1
    10	-0.4	15	0.7
COCCNC(=O)CSc1ccc(Cl)cc1
    2	-0.4	-12	-0.1
Cc1ccc(OC(C)C(=O)Nc2nccs2)cc1 (stereo not given)
    11	0.1	-9	0.4
COc1ccc(OC)c(CNC(=O)C2CCN(C(=O)N(C)C)CC2)c1
    0	-1.1	-17	0.0
S=c1nc[nH]c2nc[nH]c12
    -3&-9&-11	0.1&0.1&0.3	-20	0.0&0.1&0.2
CN(C)c1cc(F)[nH]c(=O)n1
    6	0.3	1	0.1
NC(=O)c1cc(NC(=O)COC(=O)c2ccc3ncsc3c2)cc(C(N)=O)c1
    -6	-1.2	-7	-0.1
CCOc1ccc(CN(C(=O)c2cc3ccccc3oc2=O)C2CC2)cc1
    5	-0.5	-12	-0.2
CSc1ccc(/C=C2\N=C(c3ccc(Cl)cc3Cl)OC2=O)cc1
    3	1.3	10	-0.1
CCc1cc(=O)[nH]c(NC2CCN(C(=O)c3ccc4c(c3)OCO4)CC2)n1
    3	-1.3	-7	-0.1
COc1ccc2[nH]c(-c3ccccc3)c(CCNC(C)=O)c2c1
    2	3.4	.	-0.1
CCOP(=O)(OCC)C(Nc1ccccn1)c1ccco1 (stereo not given)
    17	2.3	11	0.0
CC(C)P(=O)(c1cccc(C(=O)O)c1)C(C)C
    44	1.8	4	0.6
O=C1CCCN1CCCNc1nc(Nc2ccc(N3CCOCC3)cc2)c2ncn(-c3ccsc3)c2n1
    19	0.0	47*	-0.1
COc1ccc2c(c1)C(=NNC(N)=S)c1cc(OC)ccc1-2
    44	0.3	50*	-0.2

A section of the results above, as a working copy:
The line under a structure holds: MITF inh	GPR151 ag	TEAD-YAP inh	FBW7 activator
O=C1CCCN1CCCNc1nc(Nc2ccc(N3CCOCC3)cc2)c2ncn(-c3ccsc3)c2n1
    19	0.0	47*	-0.1
COc1ccc2c(c1)C(=NNC(N)=S)c1cc(OC)ccc1-2
    44	0.3	50*	-0.2

New compounds follow
The line under a structure holds: MITF inh	GPR151 ag	TEAD-YAP inh	FBW7 activator
Cc1ccc(C2=N/C(=C\c3ccccc3F)C(=O)O2)cc1
    9	-0.9	-2	0.0
Cc1nnc(SCC(=O)Nc2ccc(C(C)C)cc2)s1
    8	0.0	-2	0.1
CCOc1ccc(C(=O)N2CC(C)OC(C)C2)cc1 (stereo not given)
    13	0.7	2	-0.6
C[C@H](c1ccccc1)n1c(=O)[nH]c2ncc(-c3ccc(C(N)=O)cc3)nc21
    -14	1.8	-11	-0.5
CC(NC(=O)COc1ccccc1)c1nnc2n1CCN(Cc1ccc(F)c(F)c1)CC2 (stereo not given)
    3	3.1	1	0.0
CC1(C)Cc2c(sc(NC(=O)c3ccccc3Br)c2C(N)=O)CO1
    11	0.3	-9	0.7
CCc1cc2c(C)cc(C)cc2nc1SCC(=O)NNC(C)=O
    16	-0.8	-9	0.2
O=C(O)c1ccc(CNC(=O)c2cccc(NC(=O)c3ccco3)c2)cc1
    -20	1.0	-1	-0.1
Cc1ccc(Nc2ccc(NC(=O)C3CCCC3)cc2)nn1
    4	-0.1	-7	-0.1
O=C(c1ccc(F)cc1)N1CCC2(CC1)OCc1ccccc1O2
    1	-0.5	-7	0.2
CCC1CN(CCC(=O)NCc2ncccc2C)Cc2ccc(Cl)cc2O1 (stereo not given)
    -16	-0.6	4	-0.3
CCOc1ccccc1N1CCN(S(=O)(=O)c2ccc(NC(=O)CC)cc2)CC1
    17	0.4	1	0.0
CC(Oc1ccccc1)C(=O)N(c1ccc(C(C)C)cc1)C1C=CS(=O)(=O)C1 (stereo not given)
    -10	0.5	-9	0.0
Cn1c(=O)c2c(nc(CN3CCN(c4ccccc4F)CC3)n2CC(N)=O)n(C)c1=O
    10	-0.7	16	0.1
CC(C)CCOP(=O)(c1ccc(N(C)C)cc1)C(O)C(C)C (stereo not given)
    -9	-0.4	5	0.0

By substructure: the entries above with an NH in an aromatic ring
The line under a structure holds: MITF inh	GPR151 ag	TEAD-YAP inh	FBW7 activator
COc1ccc(C2C(C#N)=C(N)Oc3n[nH]c(-c4ccc(Cl)c(Cl)c4)c32)c(OC)c1OC (stereo not given)
    15	1.2	8	-0.2
CCCc1cc(=O)[nH]c(Nc2cc(C)ccc2O)n1
    11	0.3	8	0.6
CNC(=O)c1cc(-c2ccc(F)cc2)[nH]c1C
    -12	-0.1	-13	-0.3
Cc1ccc(-c2[nH]nc3c2C(c2ccc(OC(=O)c4ccco4)cc2)C(C#N)=C(N)O3)cc1 (stereo not given)
    -17	-0.2	1	-0.4
CC1CCCCC1NC(=O)C1CCCN(S(=O)(=O)c2cnc[nH]2)C1 (stereo not given)
    2	-1.2	-5	0.7
COC(=O)c1cc2c([nH]c3ccccc32)c(C)n1
    2	0.7	3	-0.1
S=c1nc[nH]c2nc[nH]c12
    -3&-9&-11	0.1&0.1&0.3	-20	0.0&0.1&0.2
CN(C)c1cc(F)[nH]c(=O)n1
    6	0.3	1	0.1
CCc1cc(=O)[nH]c(NC2CCN(C(=O)c3ccc4c(c3)OCO4)CC2)n1
    3	-1.3	-7	-0.1
COc1ccc2[nH]c(-c3ccccc3)c(CCNC(C)=O)c2c1
    2	3.4	.	-0.1
C[C@H](c1ccccc1)n1c(=O)[nH]c2ncc(-c3ccc(C(N)=O)cc3)nc21
    -14	1.8	-11	-0.5

Screening data as filed in PubChem BioAssay.
